SSB-PriA inh: inhibitors of Klebsiella pneumoniae PriA binding to SSB C-terminal tail, primary screen, biochemical, AlphaScreen; AlphaScreen SSBct-PriA binding, biotinylated peptide; AID 1272365, 2023; PriA–SSB C-terminal tail interaction (Klebsiella pneumoniae); inhibition, % at 33 µM; 0.6% of 430,000 active; in the data active = inhibition mostly above about 37%, no sharp cut-off; inactive = mostly below about 20%;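 also: plate controls were negative control peptide for no effect and reference peptide for full effect; strong numbers were not always called active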
Mtb BioA inh: M. tuberculosis BioA enzyme inhibitors, primary screen, biochemical, plate reader, single point, HTS | 7,8-diaminopelargonic acid synthase BioA (Mycobacterium tuberculosis) | purified M. tuberculosis BioA enzyme | inhibition, % at 9.99 µM | 0.096% of 360,000 active | AID 602481, 2012; in the data active = inhibition above about 40%
VHR inh abs: VHR1 phosphatase inhibitors, primary screen, biochemical, absorbance, uHTS; Dual specificity protein phosphatase 3 (Homo sapiens), P51452; recombinant VHR phosphatase, pNPP absorbance; inhibition, % at 13.3 µM; 0.52% of 290,000 active; AID 1654, 2009; in the data active = inhibition above about 50%; also: some compounds called inactive have numbers as strong as hits
Target sequence (P51452 whole entry, looked up): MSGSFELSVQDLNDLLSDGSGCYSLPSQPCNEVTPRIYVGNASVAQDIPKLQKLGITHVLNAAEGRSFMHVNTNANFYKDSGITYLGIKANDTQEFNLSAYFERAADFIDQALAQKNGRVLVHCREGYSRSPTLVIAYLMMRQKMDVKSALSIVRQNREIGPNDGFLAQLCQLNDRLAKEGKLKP
GDH-TPI inh: GDH-TPI coupling enzyme inhibitors, primary screen, artefact control for M. tuberculosis FBA inhibitor project, biochemical, absorbance, full deck. GDH-TPI coupled enzyme counterscreen, NADH absorbance. inhibition, % at 4.8 µM. 1.2% of 360,000 active; in the data active = inhibition above about 30%;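 also: 0% = DMSO wells and 100% = wells lacking the enzyme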
FBA Mtb inh: Mtb FBA enzyme inhibitors, primary screen, biochemical, fluorescence, strain H37Rv; 2.3% of 360,000 active; purified M. tuberculosis FBA, fluorescence read-out; inhibition, % at 1 µM; Fructose-bisphosphate aldolase (Mycobacterium tuberculosis (strain ATCC 25618 / H37Rv)), …; in the data active = inhibition above about 27%;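 also: 0% = vehicle and 100% = reference inhibitor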
Target sequence (P9WQA3 whole entry, looked up): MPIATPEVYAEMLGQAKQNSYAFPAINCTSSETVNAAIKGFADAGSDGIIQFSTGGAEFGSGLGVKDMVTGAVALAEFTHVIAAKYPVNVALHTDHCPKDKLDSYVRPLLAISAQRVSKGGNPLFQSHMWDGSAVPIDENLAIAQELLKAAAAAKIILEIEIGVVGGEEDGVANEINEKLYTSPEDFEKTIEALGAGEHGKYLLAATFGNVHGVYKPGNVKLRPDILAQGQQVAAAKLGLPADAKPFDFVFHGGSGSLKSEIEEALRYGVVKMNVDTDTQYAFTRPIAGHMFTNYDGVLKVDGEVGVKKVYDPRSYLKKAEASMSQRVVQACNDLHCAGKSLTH
3CLpro inhibitor: SARS-CoV 3CLpro protease inhibitors, primary screen, biochemical, quenched FRET | 0.14% of 290,000 active | inhibition, % at 6 µM | Replicase polyprotein 1ab (Severe acute respiratory syndrome coronavirus), P0C6X7 | recombinant SARS-CoV 3CLpro, quenched FRET peptide cleavage | AID 1706, 2009; in the data active = inhibition above about 12%
MazF activator: activators of E. coli MazEF toxin-antitoxin RNase, primary screen, biochemical, fluorescence, uHTS; AID 504720, 2011; activation, % at 20 µM; FAM/BHQ RNA-DNA oligo cleavage fluorescence, 5 h; 0.32% of 350,000 active; in the data active = activation above about 50%
Target sequence (P0AE70 whole entry, looked up): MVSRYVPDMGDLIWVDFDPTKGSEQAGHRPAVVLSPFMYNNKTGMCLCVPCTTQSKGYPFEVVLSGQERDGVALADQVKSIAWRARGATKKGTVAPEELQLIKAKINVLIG
Rv3671c inh: Rv3671c serine protease inhibitors, primary screen, biochemical, fluorescence polarization, M. tuberculosis H37Rv; 0.048% of 320,000 active; P9WHR9; inhibition, % at 5.96 µM; in the data active = inhibition above about 38%;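 also: extracellular domain of Rv3671c used as enzyme; 0% = enzyme with DMSO and 100% = no enzyme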
Vc quorum ag: inducers of Vibrio cholerae quorum light production without autoinducers, primary screen, BH1578 luxS cqsA deficient, single point; V. cholerae BH1578 lux reporter, luminescence, 6 h; activation, % at 18.7 µM; 0.16% of 350,000 active; AID 588436, 2011; in the data active = activation mostly above about 9.7%, no sharp cut-off; also: not every result past the cut was called active; inactives centre near 0; reference of the scale not given here
Mtb UGM inh: M. tuberculosis UGM enzyme inhibitors, primary screen, biochemical, fluorescence polarization, single point | purified UGM, fluorescence polarization probe displacement | inhibition, % at 10 µM | AID 504406, 2011 | UDP-galactopyranose mutase (Mycobacterium tuberculosis (strain ATCC 25618 / H37Rv)), … | 0.06% of 320,000 active; in the data active = inhibition above about 10%, passing the limit was not always enough
* = called active by the depositor; i = inactive; . = not tested or not shown. An excerpt; rates above refer to the full screens.

Every second line gives: SSB-PriA inh	Mtb BioA inh	VHR inh abs	GDH-TPI inh	FBA Mtb inh	3CLpro inhibitor	MazF activator	Rv3671c inh	Vc quorum ag	Mtb UGM inh
COc1ccccc1-n1cnnc1SCC(=O)Nc1cc(C)on1
    8	.	12	-7	-3	7	-8	-7	-0.1	0.3
CC(=O)NC(CC(=O)Nc1cccc(S(=O)(=O)N2CCOCC2)c1)c1ccccc1 (configuration not stated)
    -11	-0.3	.	3	0	.	4	.	-1.2	.
CSc1ccc(Cn2c(C)c(C(=O)NCc3cccc(C)c3)sc2=O)cc1
    .	-0.7	.	5	2	.	.	.	-1.0	.
COc1ccc(C2NCCc3c2[nH]c2ccccc32)cc1CSc1nc2ccccc2s1 (configuration not stated)
    45	.	7	6	1	-4	-21	1	i	-0.7
CCCOc1ccccc1NC(=O)/C=C/c1ccc(OC)c(S(=O)(=O)N2CCOCC2)c1
    .	1.3	.	19	-1	.	9	.	i	.
COCCNC(=O)COc1ccc(C)c(C)c1
    -12	-1.5	14	7	-2	-1	-2	-2	-2.0	1.0
CC(=O)c1cccc(N(CC(=O)NC2CCCC2)C(=O)CNC(=O)c2cccs2)c1
    2	1.2	26	-6	-1	1	3	-9	-0.2	-1.1
CCCSc1nnc2n(N)c(=O)c3ccccc3n12
    -7	0.7	24	6	0	3	1	-10	i	-0.9
CN1CCC(N(C)S(=O)(=O)c2ccc(NC(=O)COc3ccc(F)cc3Cl)cc2)CC1
    8	0.6	2	5	0	-1	-4	4	i	0.9
COc1ccc(C2c3ccc(O)cc3Oc3ncn(CCCO)c(=N)c32)cc1 (configuration not stated)
    -8	5.1	13	6	-2	6	6	-2	-0.6	0.2
COc1ccccc1CC(=O)NCCc1ccccc1
    -14	-1.2	4	7	-1	-2	-9	2	-2.4	1.8
CCOC(=O)c1c2c3c(cccc3n(C)c1=O)C(=O)c1ccccc1-2
    19	-1.8	14	27	2	1	21	0	0.8	0.9
Cc1nc2c(C)cccn2c1/C(O)=C1\C(=O)C(=O)N(CCN(C)C)C1c1ccncc1 (configuration not stated)
    .	-0.5	11	18	-2	-2	-9	6	-1.5	1.9
CC(C)(C)C(=O)Nc1nc(-c2ccccc2)ns1
    -17	-0.8	12	4	-1	11	5	-10	-0.2	0.8
CC(=O)CCN1C(=O)NC2(CCCc3ccccc32)C1=O (configuration not stated)
    -2	-0.2	10	-16	-3	3	6	-7	i	0.6
COc1ccccc1NC(=O)NCc1ccccc1F
    -11	.	26	-5	-2	6	-2	-8	i	0.3
Cc1ccc(C2=NCCn3c2c2ccc(C(F)(F)F)cc2[n+]3[O-])cc1
    12	-0.3	.	8	2	.	6	-13	-0.3	-0.5
Cc1cc(NC(=O)NC(=O)c2ccccc2NC(=O)CN)ccc1Oc1ncc(Br)cn1
    -6	.	.	-10	0	.	21	.	1.6	.
CCN(CC)CCNC(=O)c1cc(S(C)(=O)=O)ccc1OC
    -6	-9.3	1	1	2	3	-5	1	i	.
Cc1cnc(C(=O)Nc2ccc(C)c(S(=O)(=O)N(C)C)c2)cn1
    5	2.6	17	-2	1	-2	5	-10	i	.
CCN(C(=O)COC(=O)c1c2c(nc3ccccc13)/C(=C/c1ccccc1)CC(C)C2)C1CCS(=O)(=O)C1 (configuration not stated)
    -7	-0.6	5	10	6	-2	-6	-8	-0.2	-2.2
Cc1ccc(Cn2c(=O)c3cccnc3n(CC(=O)Nc3cccc(C(F)(F)F)c3)c2=O)cc1
    -6	.	-9	6	1	-3	-8	-29	-0.2	2.1
Cc1cc2oc(=O)cc(CN3CCC(C)CC3)c2c(C)c1Cl
    -4	0.2	33	1	-1	-2	-7	-8	.	1.2
COc1ccc(Cc2nnc(NC(=O)c3ccccc3)s2)cc1OC
    4	-0.7	25	1	1	3	5	.	i	-0.6
C/C(=N\NC(=O)CCc1c[nH]c2ccccc12)c1cccc([N+](=O)[O-])c1
    .	.	13	7	0	3	5	-7	i	1.6
COc1ccc(N=Cc2sc(O)c3ccccc23)cc1
    -22	-3.6	13	0	-12	-2	-164	4	2.4	-4.3
O=C1CSC(=S)N1/N=C/c1ccc(C(F)(F)F)cc1
    .	0.0	34	2	1	3	-3	4	1.8	-0.9
COc1ccccc1NC(=O)c1ccc(Br)c(S(=O)(=O)N2CCCC2)c1
    -26	-1.5	18	3	3	2	-17	-5	-1.7	1.2
Cc1ccc(-c2nnn(CC(=O)N(Cc3cccs3)C(C(=O)NCC3CCCO3)c3ccco3)n2)o1 (configuration not stated)
    -9	.	14	7	-1	5	-7	0	i	-1.0
O=C1c2ccccc2NC(c2ccc(-c3cccc(F)c3)o2)N1O (configuration not stated)
    3	-0.3	.	11	13	.	-6	1	i	4.2
COc1ccc(Nc2oc(-c3ccccc3Cl)nc2C#N)cc1
    -2	-0.6	-14	17	15	-4	-5	-4	-0.3	0.2
CCN(Cc1ccccc1)C(=O)C1CCN(S(=O)(=O)c2ccc3c(c2)OCCO3)CC1
    -9	-0.6	0	-1	0	8	3	-1	i	-1.2
CN(CC(=O)NCCc1ccccc1)Cc1ccco1
    -5	7.0	30	-12	3	-7	9	-7	-0.3	-0.1
CC(C)NC(=O)NC(=O)COC(=O)c1ccc(OC(F)(F)F)cc1
    -35	2.0	8	9	-1	-2	2	-5	0.1	-1.2
CN(C)c1ccc(CN2CCCCC2)cc1
    7	-1.5	24	-2	-2	3	2	-4	i	2.0
Cc1ccc(S(=O)(=O)N(C)C)cc1NC(=O)C1CCN(C(=O)Nc2ccccc2)CC1
    -21	2.2	.	-4	3	.	1	.	-0.5	.
CCOC(=O)c1c(NC(=O)COC(=O)/C=C/c2ccccc2)sc(C(=O)NC)c1C
    -14	-0.1	.	-8	1	.	-23	-1	1.2	-1.4
COc1ccc(NC(=O)Cn2nnc(-c3ccc(CN4CCOCC4)cc3)n2)c(OC)c1
    -13	1.5	4	7	3	-7	-8	-2	0.2	-1.7
Cc1ccc(NC(=O)CSCC(=O)Nc2cc(C(F)(F)F)ccc2N2CCOCC2)cc1
    -18	.	.	6	-2	.	-3	-3	-2.8	1.4
CC(=O)c1ccccc1NS(=O)(=O)c1cccc2nsnc12
    0	-0.7	-8	8	-1	-1	8	1	i	1.1
O=C(O)c1cccc(NS(=O)(=O)c2ccc3c4c(cccc24)C(=O)N3)c1
    -6	-0.8	15	9	0	0	4	7	-0.5	1.4
COc1ccc([C@H]2CC(=O)C=C(c3ccc(C)cc3)C2)cc1
    -9	5.4	.	13	-4	.	-1	-18	-0.2	0.0
CC(C)NC(=O)Cn1nnc(-c2ccccc2)c1COc1ccc2ccccc2c1
    .	-1.5	.	2	-2	.	.	.	i	.
Cc1ccc(S(=O)(=O)N2CCC(C(=O)N[C@H](C(=O)NCC3CCCO3)C(C)C)CC2)cc1 (some centres not stated)
    -19	0.2	-6	-12	2	5	6	4	-6.2	0.7
COc1ccc(CN2C(=O)C(Cc3ccccc3)Nc3ncnc(N4CCCCC4)c32)cc1 (configuration not stated)
    -11	-2.4	.	3	4	.	-15	3	2.9	-2.4
Cc1ccc(NC(=O)COC(=O)[C@H](C)NC(N)=O)c(C)c1
    -5	-0.8	18	3	4	8	5	-1	-0.3	3.1
COC(=O)CNC(c1ccccc1Cl)c1cc(Br)ccc1NC(=O)CCN1CCOCC1 (configuration not stated)
    3	1.8	-4	4	1	0	0	-4	-0.5	0.0
Cc1oc2ccc(O)cc2c1C(=O)c1ccc(F)cc1
    6	2.4	.	2	-2	.	2	-11	-0.8	4.4
Cc1ccccc1C(=O)Nc1ccccc1C(=O)NC1CC1
    4	-0.4	4	9	5	6	6	4	i	-0.2
CCCn1c(N)c(N(CCOC)C(=O)/C=C/c2ccc(C(=O)OC)cc2)c(=O)[nH]c1=O
    -19	.	-13	2	2	-2	5	3	i	-2.4

(continued)
Every second line gives: SSB-PriA inh	Mtb BioA inh	VHR inh abs	GDH-TPI inh	FBA Mtb inh	3CLpro inhibitor	MazF activator	Rv3671c inh	Vc quorum ag	Mtb UGM inh
Cc1cc(C)c2cc(CN(CC3CCCO3)C(=S)NCc3ccco3)c(=O)[nH]c2c1 (configuration not stated)
    -1	.	35	11	5	0	-1	13	0.0	-0.3
CC(C)C(O)(C(=O)NNc1ccccc1)C(C)C
    -7	-0.9	5	0	-5	1	-2	1	-0.6	0.3
Cc1ccc(CNc2nc(N)c([N+](=O)[O-])c(NCCO)n2)cc1
    5	-0.3	28	52*	-3	4	-2	1	-0.7	-1.9
O=C1C2C(C(=O)N1/N=C/c1cc([N+](=O)[O-])ccc1O)C1C=CC2C12CC2 (configuration not stated)
    .	.	14	22	-4	1	-8	4	i	-0.5
Cc1cc(N2CC(C(=O)Nc3nccs3)CC2=O)ccc1C(C)C (configuration not stated)
    1	0.2	10	-1	2	0	0	1	7.7	1.4
CCN(CCn1cccn1)Cc1nc(Cc2cccc(F)c2)no1
    -15	-0.8	17	4	0	0	3	14	0.6	-0.3
COC(=O)c1ccc(C(=O)N2CCCC(N3CCN(c4ccc(F)cc4)CC3)C2)nc1 (configuration not stated)
    -7	0.5	1	4	4	1	3	-5	-0.8	-1.0
Cc1ccc(CO/N=C\Cc2snc(Sc3ncc(C(F)(F)F)cc3Cl)c2C#N)cc1
    .	-1.5	30	2	-1	2	2	-6	i	-1.9
Cc1ccccc1-c1cc(C(=O)NCc2ccc3c(c2)OCO3)nn1CC1CC(c2cccc([N+](=O)[O-])c2)=NO1 (configuration not stated)
    4	-0.8	.	1	1	.	0	-4	-0.2	-0.7
O=c1[nH]n(-c2cccc3cccnc23)c(=O)c2ccccc12
    -4	0.9	12	5	6	3	4	-6	i	0.2
CCCCNC(=O)COCc1cc(-c2ccc3c(c2)OCO3)on1
    -9	-2.3	10	0	3	-2	-6	-3	i	0.8
COc1ccc(CC(=O)OCC(=O)Nc2ccc(Br)cc2)cc1
    -7	.	17	6	-1	1	-2	-8	-0.2	2.1
COc1ccccc1N(CC(=O)NCc1ccccc1)C(=O)CCC(=O)Nc1ccccn1
    -15	0.4	-9	7	4	1	2	1	-7.7	-0.8
CCOC(=O)Cc1csc(N/C(=N/S(=O)(=O)c2ccc(Cl)cc2)c2ccccc2)n1
    .	.	7	12	1	-4	5	-8	-0.2	0.6
Cc1nc2c(C(=O)NCc3ccc(F)cc3)c[nH]n2c(=O)c1Cl
    9	1.3	12	7	10	6	-1	8	-9.7	1.3
